# M1AAP inhibition = P. falciparum M1AAP inhibitors, biochemical, fluorogenic H-Leu-NHMec substrate, 1536-well (AID 1445). inhibition, % at 30 µM; hits with a dose series show IC50 in µM. recombinant M1AAP, H-Leu-NHMec fluorogenic kinetic assay; higher % means a stronger effect. 0.42% of 220,000 active;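 active = primary inhibition above the hit cutoff, then over 50% inhibition at one or more dose response concentrations, cut at about 23% in these data, passing the limit was not always enough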;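 also: plate controls were DMSO full reaction for no effect and no enzyme background for full effect; strong numbers were not always called active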
# Yfh1-off respiration = enhancers of respiration in Yfh1-depleted yeast, dose response, Friedreich's ataxia, plus single-dose screen (AID 1465). S. cerevisiae Yfh1-off respiration, WST-1 reduction, 72 h; higher fold induction means a stronger effect. fold induction at 50 µM, or EC50 in µM where a hit was titrated. 0.074% of 220,000 active;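 active = fold induction of absorbance versus untreated yeast above a set limit, then at least 30% activation at any dose in follow-up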;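 also: activators that raise dye reduction in frataxin-depleted yeast; strong numbers were not always called active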
# human PMI inhibition = MPI enzyme activity inhibition – biochemical, fluorescence intensity, coupled assay, primary screen (AID 1209). purified PMI enzyme, coupled fluorescence intensity; higher % means a stronger effect. one-dose inhibition, % at 20 µM; IC50 in µM for titrated hits. 0.42% of 190,000 active;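 also: plate controls were DMSO vehicle for no effect and wells lacking substrate for full effect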
# human PMI inhibitors = MPI inhibition at elevated mannose 6-phosphate – biochemical, fluorescence intensity, high mannose 6-phosphate, primary screen (AID 1220) | inhibition, % at 20 µM; hits with a dose series show IC50 in µM | recombinant PMI enzyme, coupled fluorescence intensity; higher % means a stronger effect | 0.66% of 190,000 active
# P. falciparum M17LAP = P. falciparum M17LAP inhibitors, primary screen, biochemical, fluorogenic H-Leu-NHMec substrate, 1536-well (AID 1619) | recombinant M17LAP, H-Leu-NHMec fluorogenic kinetic assay; higher % means a stronger effect | inhibition, % at 30 µM, or IC50 in µM where a hit was titrated | 0.38% of 220,000 active;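 active = compound inhibiting the enzyme by more than half at any dose during confirmatory dose-response retesting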;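 also: plate controls were full reaction with DMSO carrier for no effect and no enzyme background for full effect; strong numbers were not always called active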
# LYP inhibition = PTPN22 lymphoid phosphatase activity blockers – biochemical, fluorescence intensity, uHTS (AID 1779); recombinant LYP phosphatase, fluorescence intensity; higher % means a stronger effect; inhibition, % at 11.5 µM, or IC50 in µM where a hit was titrated; 0.054% of 290,000 active;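 also: plate controls were vehicle with enzyme for no effect and no enzyme for full effect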
# WT yeast gro inh = growth inhibition of WT yeast, mitochondrial fusion screen; mitochondrial fusion phenotypic screen, WT strain; inhibition, % at 10 µM; 2.1% of 190,000 active; in the data active = inhibition above about 58%; tested in S. cerevisiae
# XIAP displacement = XIAP antagonists, biochemical, IAP family, fluorescence polarization (AID 1018) | 0.007% of 200,000 active | XIAP BIR domain, fluorescence polarization peptide displacement; higher % means a stronger effect | one-dose displacement, % at 20 µM; IC50 in µM for titrated hits; in the data active = displacement above about 50%; also: a part of the inactive calls stands beside numbers as strong as those of hits
# TNAP activation fold = human TNAP enzyme activators, primary screen, biochemical, luminescent, no phosphate acceptor, uHTS (AID 1001). purified TNAP, luminescent activation assay, no phosphate acceptor; higher activation fold means a stronger effect. activation fold at 20 µM, or EC50 in µM where a hit was titrated. 0.03% of 200,000 active; in the data active = activation fold from about 3, or a potency from the dose series; inactive = the rest, 99 in 100 with activation fold below about 1.6; also: many of its hits are not listed in these tables
# WT yeast gro inh mutant strain = further read-out of WT yeast gro inh, marked with its call; inhibition, %; mitochondrial fusion phenotypic screen, mutant strain inhibition
# * hit, by the source's call; i = inactive; . = no result given. Rule as the data show it, unless noted: active = inhibition above about 50%; inactive = the rest. Compounds as they come; overall some 3.7% were active at least once.
SMILES	M1AAP inhibition	Yfh1-off respiration	human PMI inhibition	human PMI inhibitors	P. falciparum M17LAP	LYP inhibition	WT yeast gro inh	WT yeast gro inh mutant strain	XIAP displacement	TNAP activation fold
COc1ccc(-n2cnc3cc(NS(=O)(=O)c4ccccc4)ccc32)cc1	-2.6%	i	-10.3%	-1.6%	13.6%	-2.6%	16.0	6.8	-4.0%	0.8
CC(Oc1ccc(Cl)cc1)C(=O)Nc1nccs1 (stereo not given)	3.0%	i	8.8%	1.1%	3.0%	-7.1%	9.4	13.1	-3.6%	1.1
CCc1ccc(CCN2C(=O)c3ccccc3C2=O)nc1	5.6%	i	.	.	7.5%	-3.2%	.	.	.	.
S=c1nc(-c2ccccc2)[nH]c2ccccc12	10.6%	i	0.1%	-6.8%	-0.4%	-2.4%	4.8	28.2	-6.3%	1.1
O=S(=O)(c1ccc(Cl)cc1)N1CCC2(CC1)CO2	-4.0%	i	-1.3%	1.3%	1.5%	-5.0%	-7.8	-0.2	-4.0%	1.1
O=C(CSc1nc2ccccc2c(=O)n1-c1ccc(F)cc1)Nc1cc(S(=O)(=O)N2CCOCC2)ccc1Cl	15.2%	i	-3.6%	-4.2%	4.2%	16.7%	-7.9	-8.4	-6.7%	1.2
Cc1ccc(S(=O)(=O)c2c(N)n(NC(=O)c3ccccc3C)c3nc4ccccc4nc23)cc1	11.6%	i	5.5%	3.7%	11.6%	4.7%	37.2	23.5	-3.3%	0.9
O=C(c1cc(-c2ccc(Cl)cc2)n(-c2ccc(Cl)c(Cl)c2)n1)N1CCOCC1	-1.6%	i	20.3%	19.8%	-4.7%	4.0%	65.8*	-8.3*	-1.4%	1
Cc1ccc2[nH]c(C)c(CCNC(=O)NC3CCCCC3)c2c1	1.8%	i	-35.8%	-3.7%	-0.7%	6.9%	0.8	8.0	-4.9%	1.1
Cc1cccc(-c2nnc(SCc3ccc(C#N)cc3)n2Cc2ccco2)c1	1.0%	i	7.7%	8.4%	-3.4%	-3.7%	9.8	-7.7	-1.2%	1
CCN(CC)S(=O)(=O)c1cccc(-c2nnc(SCC(=O)NC)n2N)c1	11.6%	i	-9.5%	0.8%	-1.0%	-8.7%	-5.0	4.3	-5.1%	1.1
O=C(COC(=O)c1cccs1)NCc1ccc2c(c1)OCO2	0.1%	i	-11.0%	-11.6%	5.4%	-1.6%	19.4	38.0	-7.2%	0.9
CCOC(=O)C(C)Sc1nc(=O)n2cccc(C)c2n1 (stereo not given)	8.8%	i	-3.8%	1.5%	-2.3%	-4.6%	-4.3	-7.2	-2.9%	1.1
COc1ccccc1N(CC(=O)NC(C)(C)C)C(=O)Cn1nnc(-c2ccc(C)o2)n1	13.4%	i	-10.3%	-12.8%	1.5%	0.1%	6.8	22.9	-0.8%	1
CCOc1ccc(NC(=O)N2CC=C(n3c(=O)[nH]c4ccccc43)CC2)cc1	3.2%	i	-1.9%	7.1%	9.2%	-9.3%	9.8	25.8	-10.3%	1
COc1cc(/C=C(\C#N)C(=O)NC(C)C)ccc1OCc1ccc(C(=O)O)cc1	14.3%	i	.	.	36.9%	-3.7%	.	.	.	.
Cc1ccc(Sc2ncccc2NC(=O)c2ccccc2Cl)cc1	10.0%	i	.	.	0.1%	-1.7%	.	.	.	.
Nc1nc(Nc2ccccc2F)nc(N2CCOCC2)c1[N+](=O)[O-]	3.2%	i	.	.	8.4%	1.6%	.	.	.	.
Cc1c(C=O)c(C=O)c(C)n1Cc1ccccc1	12.9%	i	2.2%	0.9%	8.5%	-5.1%	-7.8	-14.8	-6.5%	1
CC1CN(c2ccc([N+](=O)[O-])cc2C#N)CC(C)O1 (stereo not given)	8.9%	i	22.6%	17.5%	21.3%	-4.8%	-4.7	1.7	-8.0%	1.1
S=c1[nH]nc(-c2ccncc2)n1/N=C/C(Cl)=C\c1ccccc1	8.8%	>100µM*	-8.2%	-5.7%	16.0%	-1.0%	11.9	4.5	-5.0%	0.6
O=C(c1ccccc1)N1CCN(c2ccc([N+](=O)[O-])c(NCC3CCCO3)c2)CC1 (stereo not given)	10.9%	i	10.8%	16.7%	0.5%	4.9%	-15.2	2.9	-3.0%	1
COC(=O)c1ccc(NC(=O)CCN2C(=O)CSC2=O)cc1	-4.2%	i	-17.4%	-1.7%	-1.7%	-9.4%	-7.5	-12.6	-1.5%	1.1
COc1ccc(-c2nn(-c3ccccc3)cc2/C=C/C(=O)O)cc1[N+](=O)[O-]	5.8%	i	.	.	10.1%	-1.3%	.	.	.	.
C=C1N(c2ccccc2)C(=O)OC1(C)C	6.8%	i	17.9%	10.0%	-2.3%	-5.8%	-2.8	-4.1	-7.1%	1
CSc1cccc(NC(=S)N2CCC(N(C)C(C)C)CC2)c1	-0.7%	i	-4.3%	-2.2%	-2.6%	-3.9%	-16.0	7.0	-3.7%	1.1
Cc1sc(NC(=O)c2ccco2)c(C(c2cccnc2)N2CCN(C)CC2)c1C (stereo not given)	-1.1%	i	-2.3%	0.6%	20.0%	0.1%	6.6	9.4	-3.2%	0.9
COc1cccc(C(=O)Nc2c(C)nn(-c3ccccc3)c2C)c1	5.1%	i	-6.6%	-5.3%	2.4%	-6.0%	2.4	-11.5	-3.3%	1.1
COc1ccc(C(=O)NCCN2C(=O)S/C(=C\c3cccnc3)C2=O)cc1[N+](=O)[O-]	-0.3%	i	.	.	2.9%	-3.4%	.	.	.	.
Cc1ccc(-c2nc(CSCC(=O)N3CCN(c4ccccn4)CC3)c(C)o2)cc1	1.5%	i	10.9%	4.8%	-0.3%	-9.2%	4.5	-2.1	-6.6%	1
O=C(NN1C(=O)C2C(C1=O)C1C=CC2C12CC2)c1ccccc1Cl (stereo not given)	-9.3%	i	.	.	-7.0%	-6.2%	.	.	.	.
CC(=O)Nc1ccc(NC(=S)NC(=O)c2ccc([N+](=O)[O-])c(C)c2)cc1	10.4%	i	2.8%	-10.7%	19.5%	4.7%	-9.0	-6.8	-6.0%	0.9
O=C(CSC1=Nc2ccccc2C2=NC(Cc3c[nH]c4ccccc34)C(=O)N12)NC1CCCCC1 (stereo not given)	18.5%	i	18.9%	7.5%	17.5%	-3.1%	-2.1	5.8	-23.5%	1.1
COc1ccccc1NC(=O)C(C)NS(=O)(=O)c1ccc(Cl)cc1 (stereo not given)	0.8%	i	-17.3%	-4.8%	-6.6%	0.2%	-5.1	1.5	-6.3%	1
CCC1Oc2ccccc2N(CC(=O)Nc2ccc3c(c2)OCCO3)C1=O (stereo not given)	-2.5%	i	0.7%	3.5%	-2.3%	-3.5%	-5.5	-14.4	-8.5%	1.1
O=C(NC1CC2CCCC(C1)N2C(=O)Nc1ccc(Cl)c(C(F)(F)F)c1)C1CC1 (stereo not given)	-1.4%	i	-0.7%	7.2%	-0.2%	-5.2%	-20.1	-0.4	-0.3%	1.1
O=S1(=O)CCC(NC(=S)Nc2ccc3ccccc3c2)C1 (stereo not given)	-1.5%	i	.	.	12.2%	3.1%	.	.	.	.
C=CCN(Cc1cc(OC)ccc1OC)S(=O)(=O)N(C)C	-8.2%	i	-3.5%	-6.3%	7.9%	-5.6%	-15.2	-9.8	-3.1%	1.1
Cc1cc(NC(=O)Cn2nc(C(F)(F)F)c3c2CCCC3)no1	0.8%	i	15.8%	14.3%	5.8%	-8.7%	6.1	6.6	-1.7%	1
O=C(CCN1C(=O)c2ccccc2C1=O)Nc1ccc(-c2cn3ccsc3n2)cc1	-2.5%	i	4.8%	0.6%	13.2%	-6.3%	12.6	-8.9	-4.2%	1.2
Cc1cccc(NC2=C(C#N)C(=O)NC3(CCCC3)S2)c1	3.1%	i	.	.	-1.1%	-1.0%	.	.	.	.
CCOC(=O)C1=NOC(Cn2cc(C#N)c(=O)n(C)c2=O)C1 (stereo not given)	5.5%	i	-10.0%	-1.7%	2.2%	-2.9%	-3.1	1.5	-2.7%	1.1
O/N=C(\c1ccc2c(c1)OCCO2)C1CCCCC1	7.2%	i	3.5%	4.4%	4.2%	1.2%	-14.6	-4.2	-4.7%	1
COc1ccc(S(=O)(=O)n2nc(OC(=O)c3ccccc3Br)cc2N)cc1	1.6%	.	20.8%	18.4%	8.1%	-1.7%	12.5	11.1	0.3%	1
Cc1cccc(N2CCN(S(=O)(=O)c3cnc[nH]3)CC2)c1C	9.9%	i	0.7%	-3.8%	9.8%	-8.2%	-9.7	-3.7	-8.6%	1.2
Cc1nnc(SCC(=O)Nc2ccc3c(c2)OCCO3)n1N	-5.2%	i	11.3%	5.6%	10.5%	-9.6%	4.5	-5.8	-10.8%	1.1
Cc1ccc2nc(SCC(=O)NC3CCCc4ccccc43)[nH]c2c1 (stereo not given)	4.1%	.	25.8%	12.5%	-1.5%	-4.1%	2.8	-13.8	-1.3%	1.2
Cc1cccc(C(=O)Nc2cccc(C(=O)N/N=C/c3ccncc3)c2)c1	7.2%	i	-7.4%	-4.3%	-5.8%	-6.4%	-2.1	4.4	7.7%	1
CCCCn1c(N)c(C(=S)NC(=O)CC(C)C)c(=O)n(C)c1=O	-5.3%	i	3.0%	-1.0%	2.1%	-3.1%	18.6	-4.3	-0.9%	1
Cc1cc(C)n(S(=O)(=O)c2cc(C(=O)O)c(Cl)cc2Cl)n1	.	i	7.1%	5.3%	.	-5.3%	.	.	-4.3%	1.1

# New compounds follow:
SMILES	M1AAP inhibition	Yfh1-off respiration	human PMI inhibition	human PMI inhibitors	P. falciparum M17LAP	LYP inhibition	WT yeast gro inh	WT yeast gro inh mutant strain	XIAP displacement	TNAP activation fold
CC(C)(C)OC(=O)N1CCN(C(=O)Cn2cc(CCO)nn2)CC1	-1.4%	i	1.4%	-1.7%	4.3%	-7.0%	7.2	2.9	-5.2%	1.1
Cc1ccc(C(C)C)c(OCCNC(=S)Nc2cccc3ccccc23)c1	2.8%	i	-0.1%	2.3%	-2.0%	3.1%	72.5*	21.4*	-5.0%	1.3
O=C(N/N=C/c1ccc([N+](=O)[O-])o1)c1cn(-c2ccccc2)nc1-c1ccc(F)cc1	1.9%	i	-35.7%	-19.3%	2.9%	12.5%	-7.8	-8.6	-5.1%	1
CCCCN(C)CCCNC(=O)CCn1nc(-c2ccccc2)ccc1=O	3.7%	.	4.4%	2.1%	7.1%	-1.0%	23.4	20.5	1.0%	1.1
COc1ccc(/C=N/NC(=O)c2nc(-c3ccccc3)n(-c3ccccc3)n2)cc1OC	11.3%	i	6.7%	-1.9%	1.3%	0.3%	1.1	-7.3	-7.4%	1

# Shown with values under each structure: entries from further up.
# Each structure is followed by: M1AAP inhibition, Yfh1-off respiration, human PMI inhibition, human PMI inhibitors, P. falciparum M17LAP, LYP inhibition, WT yeast gro inh, WT yeast gro inh mutant strain, XIAP displacement, TNAP activation fold
> O=C(N/N=C/c1ccc([N+](=O)[O-])o1)c1cn(-c2ccccc2)nc1-c1ccc(F)cc1
  1.9%, i, -35.7%, -19.3%, 2.9%, 12.5%, -7.8, -8.6, -5.1%, 1
> CCCCN(C)CCCNC(=O)CCn1nc(-c2ccccc2)ccc1=O
  3.7%, ., 4.4%, 2.1%, 7.1%, -1.0%, 23.4, 20.5, 1.0%, 1.1
